Screening results (PubChem BioAssay)
BAP1 block = inhibitors of human BAP1 deubiquitinase. AID 436. 72,000 tested, 0.48% active. recombinant BAP1, Ub-AMC hydrolysis fluorescence kinetic; hits give low values. activity remaining (% of control), % at 20 µM;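 active means activity remaining at or below 50% of control, provided the compound also passes the data quality filters; inactive means the rest, including low values that fail the filters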;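 further: 100% = DMSO wells rate and 0% = substrate alone blank rate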
Target sequence (Q92560 whole entry, looked up): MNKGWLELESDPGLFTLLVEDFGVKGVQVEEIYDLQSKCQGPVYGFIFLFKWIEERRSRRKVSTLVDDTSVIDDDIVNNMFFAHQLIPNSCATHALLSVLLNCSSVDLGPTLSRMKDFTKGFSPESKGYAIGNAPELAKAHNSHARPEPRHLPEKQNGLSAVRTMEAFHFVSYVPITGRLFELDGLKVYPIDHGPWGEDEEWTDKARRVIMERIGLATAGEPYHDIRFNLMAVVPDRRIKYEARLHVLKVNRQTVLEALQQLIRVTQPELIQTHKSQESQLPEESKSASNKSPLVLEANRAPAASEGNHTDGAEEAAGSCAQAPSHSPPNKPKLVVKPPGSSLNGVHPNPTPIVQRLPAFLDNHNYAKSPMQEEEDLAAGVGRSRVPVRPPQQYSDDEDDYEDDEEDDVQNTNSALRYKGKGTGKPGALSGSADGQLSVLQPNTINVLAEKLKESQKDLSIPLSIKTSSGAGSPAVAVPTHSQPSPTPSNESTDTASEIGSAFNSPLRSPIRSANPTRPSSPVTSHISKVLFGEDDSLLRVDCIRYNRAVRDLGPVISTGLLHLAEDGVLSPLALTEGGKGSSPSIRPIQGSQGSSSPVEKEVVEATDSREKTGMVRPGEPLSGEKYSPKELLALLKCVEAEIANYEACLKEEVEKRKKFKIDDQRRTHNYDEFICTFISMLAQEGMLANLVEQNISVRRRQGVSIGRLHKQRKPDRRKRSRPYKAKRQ
HePTP inh = blocks human HePTP tyrosine phosphatase | P35236 | recombinant HePTP phosphatase activity, OD absorbance | inhibition, % at 20 µM | 110,000 tested, 0.64% active | AID 521; in the data active means inhibition above about 50%;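 further: plate controls were vehicle for no effect and reference inhibitor for full effect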
Target sequence (P35236 whole entry, looked up): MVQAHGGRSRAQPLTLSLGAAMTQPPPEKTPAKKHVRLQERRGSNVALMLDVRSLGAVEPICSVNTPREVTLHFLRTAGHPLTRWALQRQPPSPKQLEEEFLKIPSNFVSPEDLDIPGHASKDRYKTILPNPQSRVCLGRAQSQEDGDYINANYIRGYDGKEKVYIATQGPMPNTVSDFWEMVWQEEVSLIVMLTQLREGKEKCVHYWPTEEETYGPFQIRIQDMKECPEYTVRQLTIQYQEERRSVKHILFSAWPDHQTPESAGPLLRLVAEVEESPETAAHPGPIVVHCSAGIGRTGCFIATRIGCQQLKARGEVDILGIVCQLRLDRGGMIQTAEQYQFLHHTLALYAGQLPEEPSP
Starred values were filed as active, the others as inactive; i = inactive; x = not tested or not shown.

SMILES	BAP1 block	HePTP inh
Cc1ccc2cc(CN(C(=O)c3ccco3)c3ccccc3)c(=O)[nH]c2c1	113	8
CCn1ccnc1CC1COc2ccccc2O1 (stereo not drawn)	99	x
Cc1ccc(-c2nn3c(C)nnc3s2)cc1NC(=O)c1ccc(-c2ccc(Cl)cc2Cl)o1	i	x
CC(=O)c1cc(C(C)(C)C)c(O)c(C(C)(C)C)c1	x	8
CCC(C(=O)N1CCc2cc(OC)c(OC)cc2C1)c1ccccc1 (stereo not drawn)	106	-2
COc1ccc(Br)cc1C(=O)Nc1cc(C(F)(F)F)cc(C(F)(F)F)c1	x	13
COC(=O)c1ccccc1NC(=O)CSC(N)=O	x	-12
Cc1ccc(C(=O)O/N=C(\N)c2ccccn2)cc1[N+](=O)[O-]	x	2
CN1CCN(/C=C2\SC(=S)NC2=O)CC1	91	-7
CC(C)CC(NC(=O)C1CCCN1C(=O)OC(C)(C)C)C(=O)NCC(N)=O (stereo not drawn)	100	8
CCc1cc2c(=O)c(-c3ccc4c(c3)OCO4)c(C)oc2cc1OC	110	x
N#C/C(=C\c1ccco1)C(=O)NCc1ccccc1	x	-10
COc1ccc(Cc2noc(COc3ccc4ccccc4c3)n2)cc1OC	x	2
Cc1cccc(NC(=O)Nc2cccc(C#N)c2)n1	97	12
O=C(Nc1cccc(Cl)c1Cl)c1ccccc1[N+](=O)[O-]	x	-6
Cc1ccc(C(=O)NCC(=O)c2ccc(-c3ccccc3)cc2)cc1	x	-13
CC(C)(C(=O)c1ccccc1)/[N+]([O-])=C/c1ccc(Br)cc1	x	8
CCCOn1nnc2ccc([N+](=O)[O-])cc21	x	10
Cc1ccccc1CS(=O)(=O)CCC(=O)NCCCN1CCOCC1	99	7
O=C(c1ccco1)n1nnc2ccccc21	x	3

Additional results follow.
SMILES	BAP1 block	HePTP inh
c1cncc(-c2nc3c4ccccc4nc(N4CCC(N5CCCCC5)CC4)n3n2)c1	102	-13
CCOC(=O)/C(N=Nc1cc(C)ccc1OC)=C(/C)O	x	6
O=S(=O)(c1ccccc1)N1CCN(C2CCCC2)CC1	x	7
COc1cccc2c1[C@@H]1CN(CCCCn3c(=O)[nH]c4c(sc5ncc(-c6ccccc6)nc54)c3=O)C[C@@H]1CO2	80	x
O=C(CN1CCOCC1)Nc1ccc(Br)cn1	86	-2
OC(COCc1ccco1)CN1CCN(C(c2ccccc2)c2ccccc2)CC1 (stereo not drawn)	107	10
O=C(Nc1cc(Cl)ccc1Cl)c1noc2c1CCCC2	96	3
O=C(NCc1cccs1)c1noc2c1CCCCC2	99	6
COc1cccc(C2Nc3ccccc3C(=O)N2O)c1O (stereo not drawn)	95	-6
Fc1ccc(-c2nc(-c3ccc(C(F)(F)F)cc3)no2)cc1	x	-9
CC(Oc1ccccc1)C(=O)Nc1ccccc1I (stereo not drawn)	x	-1
CCOC(=O)Cc1csc(NC(=O)CN(C)S(=O)(=O)c2cccc3cccnc23)n1	103	5
Cc1cc(C(=O)Nc2cccc3ccccc23)c(-c2ccccc2)o1	x	-2
COc1ccc(/C=C/C(=O)NCc2ccc(C)cc2)cc1OC	x	-7
O=C(CSc1ccccn1)N/N=C/c1ccc(Br)cc1	x	-18
O=C(Oc1ccc(O)c2c1C(=O)c1ccccc1C2=O)c1ccccc1	51	x
COc1ccc(C2CC(=O)N3CN(Cc4ccco4)CSC3=C2C#N)cc1 (stereo not drawn)	94	8
C=CCSc1nc2c(c(=O)[nH]c(=O)n2C)n1C(C)C	103	1
O=C1NC(=S)S/C1=C\c1ccc(-c2ccc(Cl)c(C(=O)O)c2)o1	x	101*
CCSc1nc(-c2ccccc2)c(C#N)c(=O)[nH]1	77	8

Taken from above.
Reading of CCOC(=O)Cc1csc(NC(=O)CN(C)S(=O)(=O)c2cccc3cccnc23)n1 under BAP1 block: 103
Reading of COc1ccc(C2CC(=O)N3CN(Cc4ccco4)CSC3=C2C#N)cc1 (stereo not drawn) under HePTP inh: 8
Reading of COc1cccc(C2Nc3ccccc3C(=O)N2O)c1O (stereo not drawn) under BAP1 block: 95
Reading of Cc1cc(C(=O)Nc2cccc3ccccc23)c(-c2ccccc2)o1 under HePTP inh: -2
Reading of COc1cccc2c1[C@@H]1CN(CCCCn3c(=O)[nH]c4c(sc5ncc(-c6ccccc6)nc54)c3=O)C[C@@H]1CO2 under BAP1 block: 80
Reading of CCOC(=O)/C(N=Nc1cc(C)ccc1OC)=C(/C)O under HePTP inh: 6

Three entries out of the list, sorted by SMILES length, falling:
SMILES	BAP1 block	HePTP inh
COc1ccc(C2CC(=O)N3CN(Cc4ccco4)CSC3=C2C#N)cc1 (stereo not drawn)	94	8
CCSc1nc(-c2ccccc2)c(C#N)c(=O)[nH]1	77	8
O=C(NCc1cccs1)c1noc2c1CCCCC2	99	6

Continuation.
SMILES	BAP1 block	HePTP inh
Cn1c(=O)c2c(ncn2CC(=O)N2CCCc3ccccc32)n(C)c1=O	94	0
CCOC(=O)c1ccc(NC(=O)CCNc2c(N3CCCC3)c(=O)c2=O)cc1	98	-2
c1ccc(-n2nnnc2SCc2cn3cccnc3n2)cc1	x	5
CCOC(=O)N1CCN(c2c(NCc3ccccn3)c(=O)c2=O)CC1	96	-9
CC(=O)Nc1ccc(S(=O)(=O)Nc2cccc(C(C)=O)c2)cc1	x	8
O=C1C(=O)N(c2ccccc2)C(c2ccccc2)/C1=C(\O)c1ccc(Br)cc1 (stereo not drawn)	x	-2
COc1ccccc1C1N(c2cc(Cl)ccc2OC)C(=O)C2CCCN21 (stereo not drawn)	101	8
CCc1cc2c(N/N=C\c3ccc([N+](=O)[O-])o3)ncnc2s1	x	8
COc1cc(OC)cc(-c2nc(-c3ccccc3OC)no2)c1	95	8
Cc1cccc(NC(=O)C(=O)NCCO)c1C	x	-18
Cc1ccc(/C(O)=C/C(=O)C(=O)O)cc1	x	7
COc1ccc(-n2ccnc2SCC(=O)NCc2ccc3c(c2)OCO3)cc1	118	5
O=C(Nc1ccccc1C(=O)N1CCCCC1)c1cccc(S(=O)(=O)N2CCOCC2)c1	102	4
COn1c(=S)[nH]c2ccccc2c1=O	143	8
CCOC(=O)C12CC3CC(C1)CC(C(=O)OCC)(C3)C2	x	6
Cc1cc(Cl)ccc1OCC(=O)Nc1ccc(C(=O)OC2CCCCC2)cc1	88	x
CCN1C(=O)/C(=C/N(C)c2ccccc2)OC1=S	74	-3
CCOC(=O)N/C(N)=N/c1nc2ccccc2s1	97	4
O=C(NCCOc1ccccc1F)c1ccc(Cl)cc1Cl	x	2
Cc1cc(C(=O)NCc2ccccc2)no1	99	7

(next part)
SMILES	BAP1 block	HePTP inh
Cc1cc(C)c2cc(CN(Cc3nnnn3C3CCCCC3)CC3CCCO3)c(=O)[nH]c2c1 (stereo not drawn)	80	-8
CN(CC(O)COc1ccc(OCC(O)CN(C)C2CCCCC2)cc1)C1CCCCC1 (stereo not drawn)	159	2
COc1ccc(OC)c(NC(=O)CSCC(=O)O)c1	96	6
COc1cc(/C=N/Nc2ccc3ccccc3n2)c([N+](=O)[O-])cc1OC	x	2
O=C1c2ccccc2C(=O)N1CCCCN(C(=O)c1ccco1)c1ccc(Cl)cc1	98	7
O=C(/C=C/c1cccc([N+](=O)[O-])c1)Nc1ccc2oc(-c3ccccc3)nc2c1	x	28
COC(=O)C1=CNC=C(C(=O)OC)C1c1cc(C)ccc1C	x	-10
O=C(CCCOc1ccc(Cl)cc1Cl)Nc1nc(-c2ccc([N+](=O)[O-])cc2)cs1	x	-14
CC(=O)NC1C(=O)N=C(SCC(=O)NC2CCCCC2)NC1=O (stereo not drawn)	103	3
Cc1ccc2nsnc2c1NC(=O)c1cc(I)ccc1Cl	x	6
CCOC(=O)c1cn[nH]c1N	99	-1
COc1cc([N+](=O)[O-])ccc1N1C(=O)C2C3C=CC(C3=C(C)C)C2C1=O (stereo not drawn)	x	0
COc1ccc(S(=O)(=O)Nc2ccccc2C(N)=O)cc1Br	x	6
CCN1CCc2c(C#N)c(N3CCCCC3)nc(N3CCOCC3)c2C1	x	4
Cc1cccc(N2C(=O)SC(N(C)c3ccccc3)C2=O)c1 (stereo not drawn)	101	2
CCN(CC)CC#CCC(C(=O)c1ccccc1)C(=O)C(C)(C)OC (stereo not drawn)	x	0
Cc1ccc(C)c(OCCN2CCCC2)c1	x	6
CCOC(=O)C1CCCN(Cc2ccc(OC)cc2OC)C1 (stereo not drawn)	97	-2
Cc1ccc(NC(=O)C(=O)NC2CC2)c(C)c1	x	12
CCOC(=O)c1ccc(N2NC(=O)/C(=C/c3ccccc3O)C2=O)cc1	x	0

Continuation.
SMILES	BAP1 block	HePTP inh
Cc1[nH]nc2c1/C(=N\O)CC(C)(C)C2	100	6
CCOC(=O)N1CCN(C(=O)CSc2nnc(-c3ccc(Cl)s3)o2)CC1	96	1
O=C(Nc1ccccn1)c1cc(S(=O)(=O)N2CCOCC2)ccc1Cl	x	-4
CCOc1ccc(NC(=O)C(CC(=O)O)Cc2ccccc2)cc1 (stereo not drawn)	x	0
O=C(CCN1C(=O)COc2ccccc21)NCCN1CCN(c2ccccc2F)CC1	99	4
Cc1ccc(C(=O)NC2CC(C)(C)NC(C)(C)C2)cc1C	97	3
c1ccc(-c2cc3c(ccc4nonc43)nn2)cc1	89	-2
CC12CCC(C(=O)N(CN3CCCCC3)C1=O)C2(C)C (stereo not drawn)	x	-6
CCOC(=O)N1CCN(C(=O)CN(C)S(=O)(=O)c2ccc3c(c2)C(C)(C)C(=O)N3C)CC1	86	-2
Nc1nnc(-c2ccncc2)s1	x	7
CSC1=NC(=C2N=C(SC)c3ccccc32)c2ccccc21	93	x
CCCCc1ccc(/C=C2/C(=O)ON=C2c2ccccc2)s1	x	-16
Nc1ccc(-c2n[nH]c(=O)c3ccccc23)cc1N	90	6
COc1ccc(CCNC(=O)c2ccc3c(c2)NC(=O)C(N2CCOCC2)S3)cc1OC (stereo not drawn)	94	6
O=C(O)c1cc(Cl)ccc1NC(=O)C(c1ccccc1)c1ccccc1	x	-6
CCOC(=O)c1cc(-c2ccccc2)oc1CN1CCOCC1	x	8
COc1cccc(C2=NOC(C(=O)Nc3ccc(C(C)=O)cc3)C2)c1 (stereo not drawn)	96	-4
COc1ccc(-c2c3c(=O)n(C)c(=O)n(C)c3c3nnc4ccccc4n23)cc1	94	8
COc1ccc(CC(=O)N2N=C3CCCCCC3C2(O)C(F)(F)F)cc1 (stereo not drawn)	x	5
CCn1c(=O)n(CC)c2cc(S(=O)(=O)NCCOc3ccccc3)c(C)cc21	102	3

Three compounds from above, arranged by their value in HePTP inh, rising:
smiles | BAP1 block | HePTP inh
CCOc1ccc(NC(=O)C(CC(=O)O)Cc2ccccc2)cc1 (stereo not drawn) | x | 0
CCOC(=O)N1CCN(C(=O)CSc2nnc(-c3ccc(Cl)s3)o2)CC1 | 96 | 1
CCOC(=O)c1cc(-c2ccccc2)oc1CN1CCOCC1 | x | 8

Further entries follow.
SMILES	BAP1 block	HePTP inh
CCOC(=O)N1N=C(C)CC1(O)c1ccccc1 (stereo not drawn)	x	0
CCOC(=O)N1CCN(CCC(=O)Nc2ccc(OC)cc2)CC1	x	-5
[O-][n+]1c2c(nc3c1-c1ccccc1C3O)CCCC2 (stereo not drawn)	x	4
O=C(COc1nnnc2ccccc12)N1CCCc2ccccc21	104	0
Cc1ccc(S(=O)(=O)NCCCCC(NC(=O)OC(C)(C)C)C(=O)O)cc1 (stereo not drawn) (tested in a mixture with another compound)	101	3
CC(=O)c1cc(O)cc(S(=O)(=O)c2ccc(C)cc2)c1O	x	-15
N#C/C(=C/c1ccc(-c2ccccc2C(=O)O)o1)C(=O)Nc1cccc(Br)c1	x	4
COc1ccc(C2NC(=S)NC(C)=C2C(=O)Nc2ccccc2C)cc1OC (stereo not drawn)	60	x
CC1=C(C(=O)Nc2ccc(Br)cc2)C(c2ccc(F)cc2)NC(=O)N1 (stereo not drawn)	x	-2
O=C(NCc1ccc2c(c1)OCO2)c1ccc(F)cc1	x	-3
COc1ccc(C2(O)CCN(C(=O)c3c(F)cccc3F)CC2)cc1	97	15
Cn1c(=O)cc(NC2CCCCC2)[nH]c1=O	x	-7
CCOc1ccc(NC(=O)CN2CCN(CC(=O)Nc3ccc(F)cc3)CC2)cc1	101	-9
N#Cc1c(NC(=O)C(F)(F)F)sc2c1CCC2	67	x
Cc1c(Cl)cccc1NC1CS(=O)(=O)CC1O (stereo not drawn)	x	8
CCC1CCCCN1C(=O)N[C@@H](Cc1ccccc1)C(=O)O (stereo partly drawn)	100	6
Cc1cc(S(=O)(=O)N2CCCC2C(=O)O)c(C)cc1Cl (stereo not drawn)	x	-7
COc1ccc(C2CC(C(F)(F)F)n3nc(C(=O)Nc4ccc(F)cc4F)c(Cl)c3N2)cc1OC (stereo not drawn)	x	8
Cc1cc2ncn(CC(O)COc3ccc(Br)cc3)c2cc1C (stereo not drawn)	x	-6
CCOC(=O)C1CCCN(C(=O)c2ccc(OC(C)=O)cc2)C1 (stereo not drawn)	100	4

The list goes on:
SMILES	BAP1 block	HePTP inh
Cc1ccc(-c2cc(NC(=O)COc3ccc(Cl)cc3Cl)n[nH]2)cc1	x	8
CC1=C(C(=O)OC(C)C)C(c2cccc(F)c2)N2C(=O)C(C)SC2=N1 (stereo not drawn)	113	6
O=C(N/N=C/c1ccco1)c1cc(-c2ccc3ccccc3c2)n[nH]1	x	-2
CC(=O)C1=C(O)C(=O)N(CCN(C)C)C1c1ccc(Br)cc1 (stereo not drawn)	x	-5
COc1ccc(-n2cnnc2SCc2cnc(-c3ccccc3)s2)cc1	102	11
CCN(CC)CCCCOc1ccc(C)cc1Cl	x	3
COC(=O)C1=CN(C)C=C(C(=O)OC)C1c1ccc(O)c(OC)c1	119	0
COc1ccc(/C=N/N(C)C2=NS(=O)(=O)c3cc([N+](=O)[O-])ccc32)cc1Br	x	3
CC(C)CCNC(=O)c1ccc(Cl)cc1Cl	x	2
O=C(Nc1ccccc1C(=O)NCC1CCCO1)c1ccco1 (stereo not drawn)	94	-13
